From PubChem
Cneo AK release: causes C. neoformans cell lysis; adenylate kinase release luminescence, 4 h; normalised: neutral wells 0, clomiphene wells 100; lysis activity, % at 15 µM; hit rate 0.2% among 360,000; AID 651654;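 active means mean lysis activity across replicates of at least 80%, whatever share of replicates individually reach that level; inactive means mean lysis activity below 80%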
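Material – Cryptococcus neoformans yeast cells · Quantity – 5 × 10^6 yeast cells/mL · Buffer or medium – YPD medium · Compound – single dose · Timing – 4 h static compound exposure, 37 °C, read 1 h post-reagent · Signal – adenylate kinase release luminescence · Read-out basis – lysis from increased AK signal · Benchmarks – Clomiphene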
E-sel inducer: induces E-selectin expression in human endothelial cells. P16581. HUVEC E-selectin immunofluorescence imaging; normalized: neutral wells 0, TNF-alpha wells 100. activation, % at 7.58 µM. hit rate 0.37% among 260,000. AID 686992;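 active means mean E-selectin-positive cell signal at least 10% of the positive control, reached in at least 60% of replicates, without over 20% cell loss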;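 further: in these data hits start at about 27%; measured in HUVEC primary endothelial cells; signal is the percent of cells scored E-selectin positive by PE staining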
Target sequence (P16581 whole entry, looked up): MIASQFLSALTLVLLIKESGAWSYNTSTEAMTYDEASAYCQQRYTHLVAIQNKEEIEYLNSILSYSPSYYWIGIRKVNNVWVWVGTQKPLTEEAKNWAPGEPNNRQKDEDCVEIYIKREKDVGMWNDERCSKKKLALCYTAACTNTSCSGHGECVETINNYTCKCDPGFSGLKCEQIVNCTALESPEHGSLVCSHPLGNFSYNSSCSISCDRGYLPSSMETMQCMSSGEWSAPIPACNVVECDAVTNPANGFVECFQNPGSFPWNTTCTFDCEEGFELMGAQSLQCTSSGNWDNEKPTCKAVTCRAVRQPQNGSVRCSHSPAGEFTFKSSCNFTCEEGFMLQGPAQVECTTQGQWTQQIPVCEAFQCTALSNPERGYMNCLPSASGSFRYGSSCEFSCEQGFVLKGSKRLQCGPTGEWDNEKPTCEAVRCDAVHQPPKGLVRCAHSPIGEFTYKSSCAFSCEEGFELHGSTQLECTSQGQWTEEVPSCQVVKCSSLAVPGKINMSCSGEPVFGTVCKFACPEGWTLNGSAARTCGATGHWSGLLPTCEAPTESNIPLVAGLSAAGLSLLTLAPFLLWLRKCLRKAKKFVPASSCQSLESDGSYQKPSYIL
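Test system: HUVEC; input: 3,000 HUVEC/well; measured by: immunofluorescence imaging; read-out: % PE-positive cells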
RAD54 branch: blocks human RAD54 Holliday junction branch migration; FAM/BHQ fluorescence; inhibition, % at 10.4 µM; Q92698; hit rate 0.14% among 360,000; AID 602329;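 active means mean normalized replicate activity at least 40 and at least half of replicates scoring 40 or more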;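 further: 0% = median of neutral control wells and 100% = median of positive control wells; inhibitors cause a drop in the FAM fluorescence signal; in these data hits start at about 50%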
miR122 inh: inhibitors of miR-122 in Huh7 cells; Huh7 miR-122 Renilla luciferase sensor, 48 h; neutral wells = 0, positive control = 100; activation (reporter increase), % at 12.5 µM; hit rate 0.3% among 340,000;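 active means mean replicate activation score at least 90 and every replicate individually at or above 90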;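 further: higher luciferase means less miR-122 activity so hits act as miR-122 inhibitors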
RAD52 inh: RAD52 (human) annealing inhibition; hit rate 0.46% among 360,000; recombinant RAD52 DNA annealing, FRET fluorescence; P43351; inhibition, % at 18.7 µM;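 active means every replicate showing at least 50% inhibition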
Target sequence (P43351 whole entry, looked up): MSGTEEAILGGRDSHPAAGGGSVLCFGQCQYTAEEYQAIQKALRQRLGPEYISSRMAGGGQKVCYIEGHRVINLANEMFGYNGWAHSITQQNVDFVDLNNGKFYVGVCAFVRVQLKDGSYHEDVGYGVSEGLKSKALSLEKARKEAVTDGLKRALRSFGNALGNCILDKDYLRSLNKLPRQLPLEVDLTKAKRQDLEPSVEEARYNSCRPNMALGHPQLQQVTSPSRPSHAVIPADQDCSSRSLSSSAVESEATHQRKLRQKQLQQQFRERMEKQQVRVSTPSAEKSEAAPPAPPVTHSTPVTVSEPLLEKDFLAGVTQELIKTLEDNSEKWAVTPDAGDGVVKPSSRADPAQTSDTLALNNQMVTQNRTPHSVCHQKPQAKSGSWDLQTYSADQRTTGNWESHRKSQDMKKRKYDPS
PGC1a acetyl inh: modulators of PGC1a acetylation; U2OS PGC1a acetylation, AlphaScreen anti-acetyl-lysine; with virally co-expressed GCN5 acetyltransferase; inhibition, % at 15.6 µM; hit rate 0.17% among 350,000; AID 651687;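 active means every replicate shows inhibition of at least 40%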;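 further: 0% = neutral control wells and 100% = positive control wells; some results beyond the cut were filed as inactive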
ERAP1 HTS inh: blocks human ERAP1 aminopeptidase activity | Q9NZ08 | recombinant ERAP1, Leu-AMC fluorescence, 60 min | inhibition, % at 10.7 µM | hit rate 0.15% among 340,000 | AID 652197;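 active means mean replicate inhibition of at least 30%, or all replicates individually reaching that 30% level; inactive means mean below 30% and not every replicate reaching it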;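 further: 0% = neutral control wells and 100% = L-leucinethiol positive control wells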
PglD DTNB: blocks C. jejuni PglD acetyltransferase activity | purified PglD enzyme, DTNB colorimetric CoA detection | inhibition, % at 12.5 µM | hit rate 0.098% among 360,000 | AID 602405; in the data active means inhibition above about 16%, passing the limit was not always enough; further: strong numbers were not always called active
Active calls of the source: *; . = no result given; & = joins results of further samples; [ ] = dose if it differs, or a comment. Hits appear at their usual frequency; any-hit rate near 1.4%.

SMILES	Cneo AK release	E-sel inducer	RAD54 branch	miR122 inh	RAD52 inh	PGC1a acetyl inh	ERAP1 HTS inh	PglD DTNB
O=C(O)CCC1C(=O)NC(=O)CC1c1ccccc1 (configuration not stated)	-1.3	-0.1	-26.3	-3.4	-7.9	-6.0	1.1	-2.3
CC1CCCC(C)N1C(=O)COC(=O)/C=C/c1ccco1 (configuration not stated)	3.2	-0.7	-8.8	-3.0	-18.1	0.6	4.0	8.1
O=C(CN1C(=O)COc2ccc(Cl)cc21)Nc1ccc(N2CCOCC2)cc1	0.9	0.0	-9.3	.	-0.4	.	-3.9	3.1
COc1cc(C=C2CCCC(=Cc3ccc(OCC4CO4)c(OC)c3)C2=O)ccc1OCC1CO1 (configuration not stated)	-0.3	1.7	-12.7	.	-82.9	.	1.0	-8.1
COCC(=O)Nc1ccc2c(c1)[C@@H]1C[C@@H](CC(=O)O)O[C@H](CO)[C@@H]1O2	.	0.0	.	.	9.2	-5.1	1.1	.
O=C(CN1CCN(S(=O)(=O)N2CCCCCC2)CC1)Nc1ccc(Br)cc1	-1.8	-0.1	-11.4	-5.1	-1.6	.	-2.2	-2.0
O=C1c2ccccc2-c2c1cccc2C(=O)N1CCCCC1	4.8	.	-11.0	3.8	.	-3.5	.	2.3
O=c1[nH]c(SCc2nc3c(cnn3-c3ccccc3)c(=O)[nH]2)nc2ccccc12	-0.1	.	-8.3	-0.6	.	1.2	.	-3.7
O=C(Nc1cccc2c1CCCC2)c1ccc(F)cc1	.	0.0	.	.	1.6	5.5	-1.9	.
CC(=O)N1CC(C)Sc2ccc(S(=O)(=O)NCCc3cccc(C)c3)cc21 (configuration not stated)	6.0	.	-12.8	72.9	-8.2	-1.7	0.4	-1.9
CN(C)Cc1cn(CC[C@@H]2CC[C@@H](NC(=O)Nc3ccc4c(c3)OCO4)[C@@H](CO)O2)nn1	4.5	-0.3	6.1	4.2[16.7 µM]	3.6	6.9	-2.4	2.8
Cc1ccc2c(c1)CO[C@]21O[C@H](CCO)C[C@H](O)[C@H]1O	5.7	-0.6	3.3	-1.5	-14.0	9.3	0.4	5.6
O=C(C[C@H]1CC[C@@H]2NC[C@H](O)COC[C@H]2O1)Nc1ccccc1	0.8	-0.1	-0.8	1.8[16.7 µM]	-1.3	-11.3	-0.4	4.7
O=C(C[C@H]1C=C[C@H](NC(=O)C2CCC2)[C@H](CO)O1)NC1CCCCC1	-1.8	0.4	-6.9	.	5.4	1.3	1.2	4.7
C[C@@H]1CN([C@H](C)CO)C(=O)c2cccc(NC(=O)c3cnccn3)c2O[C@@H]1CN(C)S(=O)(=O)c1cn(C)cn1	-1.2	-0.1	0.5	0.4[16.7 µM]	3.2	1.7	0.3	-3.3

Complete entries, quoted from the list.
CC(=O)N1CC(C)Sc2ccc(S(=O)(=O)NCCc3cccc(C)c3)cc21 (configuration not stated) is listed with Cneo AK release: 6.0; E-sel inducer: .; RAD54 branch: -12.8; miR122 inh: 72.9; RAD52 inh: -8.2; PGC1a acetyl inh: -1.7; ERAP1 HTS inh: 0.4; PglD DTNB: -1.9
O=C1c2ccccc2-c2c1cccc2C(=O)N1CCCCC1 is listed with Cneo AK release: 4.8; E-sel inducer: .; RAD54 branch: -11.0; miR122 inh: 3.8; RAD52 inh: .; PGC1a acetyl inh: -3.5; ERAP1 HTS inh: .; PglD DTNB: 2.3

The list continues:
SMILES	Cneo AK release	E-sel inducer	RAD54 branch	miR122 inh	RAD52 inh	PGC1a acetyl inh	ERAP1 HTS inh	PglD DTNB
CCCCOc1ccc(CN2CCSCC2)cc1	2.6	0.1	5.1	-3.7	-18.3	-3.6	-1.3	6.0
O=C(CC(c1ccco1)C1CCCCC1=O)c1ccco1 (configuration not stated)	2.8	.	-3.5	-3.9	.	-7.2	.	-0.3
COc1ccc(N(CC(=O)NCCSCc2c(F)cccc2Cl)S(C)(=O)=O)cc1OC	.	.	.	-5.8	0.7	-0.6	3.6	.
C[C@H](CO)N1C[C@H](C)[C@H](CN(C)Cc2cccc3c2OCCCO3)OCc2cn(nn2)CCCC1=O	-1.2	0.0	16.2	2.7[16.7 µM]	7.0	3.7	0.0	-0.6
O=C1CC(CSc2ccc(Cl)cc2)=NN1	-0.5	-0.2	0.6	-5.0	-4.9	-6.1	4.3	8.1
O=C(Nc1ncc(Cc2cccc(C(F)(F)F)c2)s1)c1ccc(-c2cccc([N+](=O)[O-])c2)o1	-2.7	.	18.6	-31.7	-13.8	.	-4.6	-9.0
CCCC(=O)N1CCC1(C)C(=O)Nc1ccc(-n2cncn2)cc1 (configuration not stated)	-0.5	-0.1	-4.9	-0.8	-5.7	8.0	-4.7	-3.2
Cc1ccc(SC(=O)COc2ccccc2C)cc1	-0.8	.	-5.9	-4.4	.	-3.8	.	3.7
Cc1cc(C(F)(F)F)nc2c(Cl)c(C(C)(C)C)nn12	-3.7	4.2	-6.5	5.8	-19.6	-10.1	0.5	7.1
O=C(NCc1nc2ccccc2[nH]1)C1=C[C@H](c2ccccc2)C[C@H](OCCCCO)O1	-1.7&1.8	-0.1	-4.8&-9.3	-1.5	3.1&-41.2	2.1	0.6&-0.8	-2.2&5.0
O=C(CCCn1cc([N+](=O)[O-])cn1)Nc1cccnc1	-4.3	.	4.1	4.5	-21.6	0.0	-0.2	-8.1
Cc1csc(NC(=O)[C@@H]2CCCN2C(=O)c2cccs2)n1	0.8	-0.4	1.1	.	-4.2	3.2	1.1	5.2
CCN(CC)c1ncnc2c1ncn2[C@H]1CN(Cc2ccccc2)C[C@@H](COC(C)=O)O1	-0.3	0.1	-12.8	19.7	-142.3	.	1.0	5.3
O=C(CCNC(=O)c1ccc(Cl)cc1)Nc1ccncc1	-1.9	0.7	10.0	0.3	-2.5	.	-2.1	-6.3
Cc1ccc(S(=O)(=O)Nc2ccc3c(c2)C(=O)N(C)[C@@H]2CC[C@@H](CC(=O)NCCc4ccncc4)O[C@H]2CO3)cc1	-3.1	-0.1	10.2	-18.3[16.7 µM]	7.3	7.7	-0.6	-1.0
COc1ccc(-c2oc3cc(OC(C)=O)cc(OC(C)=O)c3c(=O)c2OC)cc1	-0.6	0.8	3.8	12.1	-8.6	-11.1	0.8	1.5
C[C@H](CO)N1C[C@H](C)[C@H](CN(C)Cc2ccc(C(=O)Nc3ccccc3N)cc2)Oc2ccc(NC(=O)Cc3ccccc3)cc2C1=O	.	4.8	.	.	-22.0	1.0	-3.5	.
C[C@H](CO)N1C[C@H](C)[C@@H](CN(C)C(=O)Nc2ccc3c(c2)OCO3)Oc2c(NC(=O)CCCCCC(=O)Nc3ccccc3N)cccc2C1=O	4.9	0.0	-6.1	-12.2[16.7 µM]	-3.6	0.7	1.8	1.1
O=C(C[C@H]1C=C[C@@H](NC(=O)Nc2cc(F)ccc2F)[C@H](CO)O1)NCc1ccc2c(c1)OCO2	0.6	-0.4	-0.8	.	-9.2	1.8	-1.7	5.3
CC(C)c1ccc(OCC(=O)NN2C(=O)c3ccccc3C2=O)c(Br)c1	-0.4	.	-5.1	-0.5	-8.6	.	-2.1	1.5
O=C(COc1cc2oc(=O)c3c(c2cc1Cl)CCC3)NCc1ccccn1	-2.0	.	3.5	-0.2	-10.9	-17.7	6.2	-5.5
O=C(C[C@@H]1CC[C@@H](NC(=O)c2ccncc2)[C@@H](CO)O1)NCC1CC1	0.5	-0.3	1.3	.	-8.5	-4.8	-1.4	3.3
Cc1ccc(-c2nnc3sc(-c4ccncc4)nn23)cc1	-14.3	.	-6.0	-3.2	.	-2.6	.	1.8
CCOC(=O)C1=C(c2ccccc2)NC(=O)NC1c1ccc(OC)c(OC)c1 (configuration not stated)	.	2.7	.	.	-18.6	9.1	23.7	.
CSCCC(NS(=O)(=O)/C=C/c1ccccc1)C(=O)NCCc1ccc(S(N)(=O)=O)cc1 (configuration not stated)	1.0	-0.2	15.7	2.1	-35.1	23.5	0.0	-0.8
CC1(C(=O)NS(=O)(=O)c2cccc(Cl)c2)CCN1C(=O)Cc1ccc(Cl)cc1Cl (configuration not stated)	2.9	0.1	-2.1	-2.8	-14.3	9.4	1.3	3.4
CCC1(C)Cc2c(sc3nc(SC)n(Cc4ccccc4)c(=O)c23)CO1 (configuration not stated)	-2.0	.	2.3	.	-22.5	.	0.0	-2.8
O=c1c2ccccc2sn1-c1cc(S(=O)(=O)N2CCOCC2)ccc1N1CCOCC1	-2.6	.	2.4	.	.	-1.1	.	-3.2
C/C(=N\NC(=O)c1ccoc1C)c1ccc(Br)s1	1.3	-0.3	15.8	-5.1	-16.7	.	-3.6	1.3
CN(C)C(CNC(=O)C1CCCN(C(=O)c2ccc(Cl)cc2)C1)c1ccco1 (configuration not stated)	2.3	.	-2.9	19.5	.	2.2	.	-0.9
NC(=O)C1CCN(Cc2cccc(OCc3ccccc3)c2)CC1	5.5	0.0	-1.1	-3.8	-3.2	16.7	-1.9	0.4
C[C@@H]1CN([C@H](C)CO)C(=O)c2cc(NC(=O)Nc3cccc4ccccc34)ccc2O[C@@H](C)CCCCO[C@@H]1CN(C)C(=O)NC1CCCCC1	-1.9	0.8	-7.5	-4.0[16.7 µM]	1.5	37.9	4.5	0.7
COC(=O)c1ccc(CNC(=O)Cn2cnnn2)cc1	-0.2	0.2	-11.7	6.5	-3.6	1.1	-2.0	4.2
Cc1ccnc(SCc2ccc([N+](=O)[O-])cc2)n1	-3.9	1.3	-2.1	-4.6	-22.6	12.0	-0.5	-1.1
CN1C(=O)Cc2cc(S(=O)(=O)N3CCN(c4ccc(Cl)cc4)CC3)ccc21	6.4	.	9.2	.	-5.7	0.9	-2.4	0.7
Cc1ccc(/C=c2\sc3nc(-c4ccco4)nn3c2=O)o1	-1.7	.	2.6	-1.6	.	10.8	.	8.5
Cc1ccc(C)c(OCC(=O)NNC(=O)C2CC2)c1	-1.0	0.0	0.1	-3.0	-14.9	-0.8	-0.7	-2.8
CN(Cc1ccc(F)cc1)C(=O)c1cccc(S(=O)(=O)N2CCN(Cc3ccccc3)CC2)c1	7.6	0.6	-6.5	4.5	-7.6	-10.2	2.0	-1.9
OCC[C@H]1C[C@@H](O)[C@H](O)[C@@]2(CCc3ccccc3CO2)O1	0.7	0.8	-18.6	-3.2	-13.7	6.2	0.5	3.9
CC(c1ccccc1)N1CC(C(=O)NC2CCCC2)CC1=O (configuration not stated)	0.3	.	-4.9	1.6	.	-5.5	.	1.8
COc1cc2nc(SCC(N)=O)n(CCC3=CCCCC3)c(=O)c2cc1OC	1.4	.	-8.9	-0.7	-13.7	9.5	-1.2	3.0
N#Cc1ccc(CSCC(=O)O)cc1	1.4	.	-2.6	.	-7.6	-9.8	0.4	-2.4
C[C@H](CO)N1C[C@H](C)[C@H](CN(C)S(=O)(=O)c2cn(C)cn2)Oc2ccc(NC(=O)CCCN(C)C)cc2CC1=O	.	-0.4	.	.	-14.0	3.1	2.2	.
CCOC(=O)CC1C(=O)NCCN1C1CCCC1 (configuration not stated)	.	1.3	.	.	-13.3	7.0	-0.2	.
CC(C)(C)C(=O)N1CCN(c2ncnc3scc(-c4ccccc4)c23)CC1	0.4	-0.3	3.3	-2.1	-3.6	-7.8	-2.6	1.1
CC1CC(C)CN(S(=O)(=O)c2ccc(F)c(C(=O)NC3CCCCC3C)c2)C1 (configuration not stated)	0.8	-0.2	-6.8	3.4	-6.2	0.6	3.2	-1.8
COc1ccc(N(CC(=O)NCCSc2ccccn2)S(=O)(=O)c2ccccc2)c(OC)c1	-4.8	.	-2.5	6.0	-8.6	.	-1.3	9.8
